Assay outcomes (PubChem)
MRP1 act – H69AR viability gain despite doxorubicin, primary screen, MRP-1 activator project, H69AR cells, CellTiter-Glo; viability rescue; viability increase, % at 10 µM; 140,000 tested, 0.61% active;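 active = viability gain under doxorubicin at or above a set limit, the compound median plus 3 SD, cut at about 4.7% in these data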;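 also: MRP-1 overexpressing cells given doxorubicin 25 µM after compound pretreatment; 18-22 h compound pretreatment then 72 h with doxorubicin before readout; 0% = doxorubicin-only wells and 100% = vehicle-treated cells without doxorubicin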
HCT116 bCat-KO – primary screen for growth suppressors in beta-catenin knockout HCT116 cells (colon tumor, human); 140,000 tested, 1.5% active; HCT116 beta-catenin knockout viability, CellTiter-Glo, 60 h; hits give low values; viability, % at 10 µM;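 active = viability at or under a set limit, the compound median less 4 SD, cut at about 6% in these data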;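 also: 0% = Hyamine 1622 control at 20 µM and 100% = untreated cell control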
Measles CPE – compounds protecting cells from measles virus cytopathic effect, primary screen, measles RdRp inhibitor project, single point, MLSMR library, absorbance | 140,000 tested, 1.5% active | Measles virus-infected cells, CPE protection | AID 841, 2007 | protection (pct of control), % at 4 µM; in the data active = protection mostly above about 24%, no sharp cut-off; inactive = mostly below about 26%; also: some compounds called inactive have numbers as strong as hits
PTEN del growth – growth suppression of PTEN-null HCT116, primary screen, cell-based, CellTiter-Glo. 140,000 tested, 1.2% active. viability, % at 10 µM. HCT116 PTEN-null viability, 60 h; hits give low values;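 active = viability at or below a set limit, 4 SD under the median of all tested compounds, cut at about 3.7% in these data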;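 also: PTEN knockout HCT116 line with beta catenin targeted HCT116 as companion control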
Yeast growth inh – growth inhibitors of yeast BB579 in restrictive medium, primary screen, yeast lifespan-shortening project, S. cerevisiae; inhibition, % at 10 µM; 140,000 tested, 0.51% active; AID 804, 2007; OD615, 48 h;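 active = inhibition above a set limit, 3 SD over the mean compound inhibition, cut at about 44% in these data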; also: inactives centre near -24
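Assay system: S. cerevisiae DeaD strain BB579 yeast. Medium: CSMM-D restrictive synthetic medium containing dextrose (glucose). Times: 4 h cell preincubation, 48 h compound exposure, 30 °C humidified. Signal: OD615 turbidity measurement. Benchmarks: positive control amphotericin B 10 µg/mL.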
NPY-Y2 antag – NPY-Y2 receptor antagonists, primary screen, cell-based; NPY-Y2 expressing cells, antagonist mode; 140,000 tested, 0.99% active; inhibition, % at 2.7 µM; Neuropeptide Y receptor type 2 (Homo sapiens), P49146; in the data active = inhibition above about 17%;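 also: 0% = vehicle with agonist challenge and 100% = reference antagonist with challenge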
Target sequence (P49146 whole entry, looked up): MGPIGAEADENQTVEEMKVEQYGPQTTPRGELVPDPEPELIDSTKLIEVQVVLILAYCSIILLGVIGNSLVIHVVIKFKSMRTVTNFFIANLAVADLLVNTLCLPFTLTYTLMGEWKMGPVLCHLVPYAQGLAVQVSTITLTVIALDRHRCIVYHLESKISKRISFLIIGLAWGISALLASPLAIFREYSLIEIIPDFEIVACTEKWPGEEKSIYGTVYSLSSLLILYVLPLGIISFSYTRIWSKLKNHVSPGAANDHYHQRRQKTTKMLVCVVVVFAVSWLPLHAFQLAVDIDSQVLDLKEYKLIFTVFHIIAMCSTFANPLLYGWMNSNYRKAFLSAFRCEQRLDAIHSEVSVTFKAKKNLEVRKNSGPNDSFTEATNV
Yeast lifespan up – compounds extending yeast replicative lifespan, primary screen, S. cerevisiae, OD615. S. cerevisiae growth with nicotinamide; deaD strain in restrictive glucose medium. inhibition of the nicotinamide effect, % at 10 µM. 130,000 tested, 0.68% active. AID 775, 2007;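 active = inhibition above a set limit, placed 3 SD over the median of all compounds, cut at about 26% in these data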;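 also: 0% = nicotinamide-treated wells and 100% = cells grown without nicotinamide; some compounds called inactive have numbers as strong as hits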
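System: DeaD-strain S. cerevisiae / Buffer or medium: CSMM-D, restrictive glucose (dextrose) synthetic minimal medium / Probe or stimulus: nicotinamide, 1.5 mM, co-present with compound / Compound: one concentration, 10 µM, DMSO 0.25% / Incubation: 48 h compound exposure at 30 °C, humidified / Technique: optical density (absorbance) at 615 nm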
GALR2 antag – GALR2 antagonists in receptor-expressing cells, primary screen | inhibition, % at 4 µM | antagonist mode | 140,000 tested, 0.39% active; in the data active = inhibition above about 27%;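 also: cells stimulated with galanin 1-16 at roughly its EC80; 0% = agonist challenge control and 100% = basal control without agonist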
Target sequence (O43603 whole entry, looked up): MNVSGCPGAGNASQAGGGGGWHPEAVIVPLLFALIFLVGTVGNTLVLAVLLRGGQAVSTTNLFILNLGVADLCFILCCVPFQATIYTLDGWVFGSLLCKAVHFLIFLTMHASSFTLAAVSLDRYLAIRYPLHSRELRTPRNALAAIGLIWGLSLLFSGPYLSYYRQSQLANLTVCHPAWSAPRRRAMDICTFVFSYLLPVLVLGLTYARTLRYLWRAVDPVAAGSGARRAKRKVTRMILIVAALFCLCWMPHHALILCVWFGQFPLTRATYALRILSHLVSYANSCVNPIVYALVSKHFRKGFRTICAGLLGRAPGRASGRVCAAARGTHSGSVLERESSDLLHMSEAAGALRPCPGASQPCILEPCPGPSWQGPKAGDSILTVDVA
Phagocyt inh – inhibitors of macrophage phagocytosis, primary screen, imaging, J774A.1 cells, IgG beads | J774A.1 macrophage IgG-bead phagocytosis | inhibition, % at 5 µM | 110,000 tested, 0.07% active;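 active = inhibition above the mean of the plate negative controls plus 5 SD, cut at about 13% in these data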;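 also: phagocytic index as fraction of beads internalized from green versus red external bead signal; plate controls were DMSO negative control for no effect and cytochalasin-D positive control for full effect; some results beyond the cut were filed as inactive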
E-sel TNF inh – E-selectin induction blockers in HUVEC – imaging, immunofluorescence, high content, primary screen; HUVEC TNFa-induced E-selectin immunofluorescence; inhibition, % at 2 µM; 120,000 tested, 0.71% active;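 active = inhibition above the batch mean plus 3 SD, and confirmed as a hit on visual image review, cut at about 43% in these data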;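 also: 0% = TNF-stimulated DMSO wells and 100% = unstimulated control wells; not every result past the cut was called active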
The depositor's hits bear a star; x = no result given; & = joins results of further samples.

Below each compound – MRP1 act | HCT116 bCat-KO | Measles CPE | PTEN del growth | Yeast growth inh | NPY-Y2 antag | Yeast lifespan up | GALR2 antag | Phagocyt inh | E-sel TNF inh
CCOC(=O)c1c(NS(=O)(=O)c2ccccc2)n(CCCOC)c2nc3ccccc3nc12
    -1.8 | 94 | 30 | 101 | -9 | 3 | 5 | -2 | -7 | x
O=C1NC(=S)N(c2ccccc2F)C(=O)/C1=C\c1cccs1
    0.3 | 81 | 12 | 87 | 73* | 0 | 6 | 7 | x | -13
O=C(NC1(C(F)(F)F)Oc2ccccc2O1)N1CCC2(CC1)OCCO2
    -5.4 | 51 | 16 | 61 | -2 | 5 | x | -8 | x | 0
CCCCn1c(O)c(C(CC)=Nc2ccc(OC)cc2OC)c(=O)[nH]c1=O
    -3.1 | 87 | 5 | 86 | 5 | 7 | -23 | -4 | x | 5
COC(=O)C(O)(c1c(C)[nH]n(-c2ccccc2)c1=O)C(F)(F)F (stereo not drawn)
    -2.4 | 92 | 19 | 101 | -13 | 0 | -4 | -12 | 1 | x
N/C(=N\N=C\c1ccc(O)cc1O)N[N+](=O)[O-]
    -0.6 | 85 | 23 | 85 | -13 | -1 | -13 | -10 | 0 | x
Cc1[nH]c2ccccc2c1CCCNC1CCCCC1
    -2.5 | 74 | 9 | 76 | 5 | 2 | 3 | 4 | -3 | x
Cc1ccc(S(=O)(=O)N2CC3CC(C2)c2cccc(=O)n2C3)cc1 (stereo not drawn)
    -0.2 | 93 | 2 | 84 | -4 | 1 | -17 | 6 | x | -8
CCN(CC)c1ccc(/C=C2/C(=O)NC(=O)N(Cc3ccco3)C2=O)cc1
    -2.6 | 89 | 8 | 60 | -5 | 2 | -1 | -2 | -10 | x
C=CCN1C(=O)C2(C(C(=O)OCC)=C(N)Oc3ccccc32)C2=C1CCCC2=O (stereo not drawn)
    -1.2 | 100 | 23 | 107 | -12 | 0 | -2 | -2 | -3 | -3
Cc1ccc(N2C(=O)NC(=O)C(CCc3ccccn3)(Cc3cccc(Cl)c3Cl)C2=O)cc1 (stereo not drawn)
    -2.1 | 87 | 12 | 85 | -8 | 0 | -2 | 4 | -7 | -9
CN(C)c1nc(-c2ccccc2)[n+](C)s1
    -3.3 | 94 | 24 | 93 | -13 | 0 | 1 | 9 | -2 | 9
CN1C2CCC1CC(OC(=O)c1ccc(Cl)cc1)(C(=O)O)C2 (stereo not drawn)
    -3.1 | 97 | 13 | 97 | 19 | 2 | -1 | -1 | -5 | -8
O=C(Cc1ccccc1)N1CCN(Cc2ccc([N+](=O)[O-])cc2)CC1
    -0.8 | 91 | 4 | 95 | -17 | 0 | -2 | 23 | -4 | x
CCN(CC)S(=O)(=O)c1ccc(N=Cc2c(O)n(-c3ccccc3)c(=O)[nH]c2=O)cc1
    -0.2 | 85 | 20 | 90 | -21 | 4 | -12 | -4 | -1 | x
CCOC(=O)C(O)(c1ccc(NC(=S)NC(=O)c2ccc(Cl)cc2Cl)cc1)C(F)(F)F (stereo not drawn)
    -2.6 | 71 | 17 | 75 | 1 | 6 | 7 | 1 | x | 1
O=C1/C(=C/c2ccc([N+](=O)[O-])cc2)N2CCC1CC2
    -0.4 | 68 | 11 | 71 | -23 | -2 | 22 | -6 | -5 | -14
CC/C(=N\Nc1cccc2ccccc12)c1c(O)[nH]c(=O)[nH]c1=O
    -3.9 | 70 | 9 | 70 | -42 | 2 | 2 | 1 | -6 | x
CC(C)(C)NC(=O)Cn1cc(C(=O)c2ccccc2F)c2ccccc21
    1.1 | 103 | 4 | 105&97 | -33 | 0 | -8 | 5 | 0 | -12
COc1ccc(CC2C(=O)NC(=O)NC2=O)c(OC)c1
    -1.2 | 91 | 4 | 91 | 29 | -1 | -6 | 2 | 0 | -6
Cn1c(O)c(C=NC2CC3CCC2(C)C3(C)C)c(=O)[nH]c1=O (stereo not drawn)
    -1.9 | 84 | 9 | 91 | 0 | 1 | -6 | -19 | 0 | x
O=C(c1ccc2c(c1)ncn2C1CCCCCC1)N1CCC2(CC1)OCCO2
    -5.2 | 42 | 5 | 42 | -37 | 1 | -20 | 1 | -1 | 29
O=c1[nH]c(=S)n(Cc2ccc(F)cc2)c(O)c1/C=N/N1CCCCCC1
    -0.8 | 96 | 7 | 91 | -23 | 0 | 0 | 7 | -9 | x
COc1ccc(C=C2C(=O)N(C)C(=O)N(C)C2=O)cc1CSc1ccccn1
    -4.5 | 94 | 5 | 89 | -60 | 1 | 7 | 11 | 2 | -25
CN1C(=O)C(=Cc2ccccc2OCc2ccc(Cl)cc2)C(=O)N(C)C1=O
    -3.0 | 36 | 5 | 43 | -12 | 7 | 15 | -6 | -10 | -17
Cc1cccc(-n2c(C)nc3cc(C(=O)N4CCC5(CC4)OCCO5)ccc32)c1
    -4.7 | 45 | 7 | 45 | -17 | 3 | -1 | 3 | -2 | 8
Cc1nc2sccc2c(=O)n1-c1ccccc1Cl
    0.8 | 86 | 0 | 88 | -30 | 3 | -1 | -12 | x | -7
COc1ccc(Cn2c(O)c(C=NCCN3CCOCC3)c(=O)[nH]c2=O)cc1
    0.5 | 98 | 3 | 103 | -5 | 0 | -7 | -6 | 1 | x
CC1(C)C2CC=C(CN3CCC(O)CC3)C1C2 (stereo not drawn)
    -1.0 | 85 | 3 | 100 | -11 | 2 | -6 | -7 | 3 | -14
C[C@H]1CC[C@@H]2[C@@H](C)[C@H]3[C@H](C[C@H]4[C@@H]5CC=C6C[C@@H](O[C@@H]7O[C@H](CO)[C@H](O)[C@H](O[C@@H]8O[C@H](CO)[C@@H](O)[C@H](O)[C@H]8O)[C@H]7O[C@@H]7O[C@@H](C)[C@H](O)[C@@H](O)[C@H]7O)CC[C@]6(C)[C@H]5CC[C@]34C)N2C1
    -1.4 | 51 | -1 | 20 | -26 | 11 | 0 | -15 | x | x

The last two compounds of the section before are carried over, then new ones follow.
Below each compound – MRP1 act | HCT116 bCat-KO | Measles CPE | PTEN del growth | Yeast growth inh | NPY-Y2 antag | Yeast lifespan up | GALR2 antag | Phagocyt inh | E-sel TNF inh
CC1(C)C2CC=C(CN3CCC(O)CC3)C1C2 (stereo not drawn)
    -1.0 | 85 | 3 | 100 | -11 | 2 | -6 | -7 | 3 | -14
C[C@H]1CC[C@@H]2[C@@H](C)[C@H]3[C@H](C[C@H]4[C@@H]5CC=C6C[C@@H](O[C@@H]7O[C@H](CO)[C@H](O)[C@H](O[C@@H]8O[C@H](CO)[C@@H](O)[C@H](O)[C@H]8O)[C@H]7O[C@@H]7O[C@@H](C)[C@H](O)[C@@H](O)[C@H]7O)CC[C@]6(C)[C@H]5CC[C@]34C)N2C1
    -1.4 | 51 | -1 | 20 | -26 | 11 | 0 | -15 | x | x
COc1ccc(OC)c(NP(=O)(Oc2ccc(Cl)cc2)Oc2ccc(Cl)cc2)c1
    -0.4 | 82 | 12 | 92 | -28 | 8 | 3 | -1 | -4 | x
Cc1ccc(O)c(CN2CCN(c3ccccc3)CC2)c1
    -1.1 | 83 | 36 | 76 | -30 | 5 | -3 | -10 | -2 | x
CCOc1ccc(C2(C#N)CC[N+](C)(C)CC2)cc1
    -1.7 | 107 | 3 | 104 | -30 | 1 | -25 | 1 | x | x
CCn1c(O)c(C=NCc2cccs2)c(=O)[nH]c1=O
    -3.6 | 87 | 3 | 89 | -39 | 0 | -11 | -14 | -1 | 31
NC(=O)OCCSc1nnc(-c2cccc(C(N)=S)c2)o1
    -3.4 | 82 | 7 | 92 | -14 | 4 | x | 17 | x | -1
CC(C)Oc1ccc(CCN)cc1Cl
    -1.9 | 85 | 20 | 88 | 2 | 3 | -4 | -12 | -11 | x
O=C(Nc1ccc(F)cc1)N1CC2CC(C1)c1cccc(=O)n1C2 (stereo not drawn)
    -0.3 | 92 | 11 | 98 | -4 | 1 | -13 | -12 | x | 8
c1ccc2c(c1)CC1CNCc3cccc(c31)S2 (stereo not drawn)
    -4.3 | 50 | 4 | 33 | -33 | 2 | -1 | -8 | -10 | x
Cc1ccn2nc(S(=O)(=O)Nc3c(F)cccc3F)nc2n1
    0.4 | 78 | 9 | 96 | -3 | 3 | 10 | 3 | -3 | x
CCCCn1c(=O)c(C(=O)Nc2cnccn2)c(O)c2ccccc21
    -0.4 | 54 | 3 | 46 | -36 | 1 | 80* | -3 | -1 | x
COCCCn1c(N)c(C(=O)OC(C)COC)c2nc3ccccc3nc21 (stereo not drawn)
    -3.8 | 101 | 9 | 93 | 15 | 4 | 2 | -9 | 0 | x
CN(C)Cc1ccccc1OC(=O)N(C)C
    -0.2 | 106 | 7 | 105 | -14 | 0 | 0 | 3 | -2 | -6
Cc1ccc(S(=O)(=O)N(C)CCCC(=O)N2CCN(c3ccccn3)CC2)cc1
    -0.6 | 74 | 11 | 82 | -83 | 2 | 0 | -5 | -2 | -39
O=C(CNC(=O)c1ccc(Br)cc1)Nc1ccc(Br)cc1C(=O)c1ccccc1
    1.4 | 80 | 34 | 72 | -37 | 13 | 7 | -5 | -5 | x
N[C@@H](Cc1c[nH]c2ccccc12)c1nnc(SCc2ccccc2)o1
    -2.9 | 80 | 45* | 86 | -48 | 5 | -9 | 0 | 2 | -5
CC(C)CC12CN3CCN(CC(C3)C1O)C2 (stereo not drawn)
    1.6 | 110 | 8 | 95 | -13 | 0 | -14 | 2 | -1 | -8
O=P(Oc1ccccc1)(Oc1ccccc1)C(Nc1ccccc1)c1ccccc1 (stereo not drawn)
    -1.4 | 78 | 11 | 70 | -7 | 28* | 4 | -18 | x | x
OC1(c2ccc(F)cc2)CC2CCC(C1)N2Cc1nnnn1C1CCCC1 (stereo not drawn)
    -0.1 | 97 | 17 | 82 | -16 | 0 | 16 | 3 | 0 | 27
CCCC(C)C1(CC)C(=O)NC(=Nc2ccccc2)NC1=O (stereo not drawn)
    -0.9 | 96 | 4 | 102 | 4 | 2 | x | -24 | x | 6
O=C1CCCC2=C1C(c1cccnc1)Nc1ccccc1N2 (stereo not drawn)
    0.5 | 89 | 20 | 93 | -43 | 0 | -6 | -2 | -2 | x
Nc1ccccc1C(=O)OCC(=O)N1CCc2ccccc21
    0.4 | 114 | 11 | 96 | -20 | 0 | -5 | -5 | 0 | 3
COc1ccc(C(O)c2cc(OC)ccc2OP(=O)(N(C)C)N(C)C)cc1 (stereo not drawn)
    -0.3 | 94 | 2 | 99 | -9 | 1 | -1 | 1 | 3 | 12
Cc1ccccc1OCCN=Cc1c(O)n(C)c(=O)n(C)c1=O
    -1.2 | 68 | 4 | 76 | -17 | 1 | -19 | 9 | -2 | 2
CN(C)CCc1nc2ccccc2c(=O)n1-c1ccccc1
    -0.4 | 103 | 23 | 99 | -11 | 1 | -2 | -15 | -2 | 4
CCOC(=O)c1c(C)n(Cc2ccco2)c2ccc(OC)cc12
    -0.8 | 88 | 7 | 101 | -51 | 8 | -16 | -9 | -1 | 59

A portion of the library, so the mix of outcomes need not match the whole.
